Bioassay records deposited in PubChem BioAssay by Broad Institute.
XiGFP reactiv: activators of inactive X chromosome reactivation, primary screen, imaging, XiGFP fibroblasts, GFP high-content imaging, set 2; activation, % at 7.58 µM; actives 0.055% (n = 360,000); AID 743238, 2013; XiGFP mouse fibroblasts, % GFP-positive cells imaging, 3 d; cells co-treated with 5-aza-dC sensitizer; scaled so ellipticine positive control = 100%;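 active means mean normalized replicate activation at least 10% and every replicate at or above 10%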;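 further: 0% = median of on-plate neutral control wells and 100% = ellipticine 6 µM median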
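System: 68-5-11 XiGFP fibroblast line; Timing: 3 days compound exposure; Compound dosing: one concentration, pinned; Benchmarks: positive control ellipticine, 6 µM final; Buffer or medium: DMEM containing 5-aza-dC.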
F508del corr: F508del CFTR correction, initial screen, CFBE line, single point; CFBE cells, YFP halide quenching; stimulated with forskolin plus potentiator P3; % fluorescence drop versus neutral controls; actives 0.36% (n = 350,000); AID 720511, 2013; activity (quench increase), % at 7.58 µM;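 active means mean added fluorescence quench of at least 8% versus neutral control, with both replicates also reaching 8%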;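 further: cells transiently co-express mutant CFTR-F508del with the halide-sensitive YFP; corrector assay measuring rescue of mutant channel to the surface after 24 h compound exposure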
ERAP1 HTS inh: human ERAP1 aminopeptidase inhibitors, primary screen, biochemical, single point, plate reader; Endoplasmic reticulum aminopeptidase 1 (Homo sapiens), Q9NZ08; recombinant ERAP1, Leu-AMC fluorescence, 60 min; inhibition, % at 10.7 µM; actives 0.15% (n = 340,000); AID 652197, 2013;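 active means mean replicate inhibition of at least 30%, or all replicates individually reaching that 30% level; inactive means mean below 30% and not every replicate reaching it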;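 further: 0% = neutral control wells and 100% = L-leucinethiol positive control wells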
esBAF inh: Bmi1 luciferase reporter increase in mESCs, primary screen, esBAF inhibitor project, mouse ES cells, Bmi1 luciferase knock-in, single point; 24 h; 100% = twice the neutral-well signal; reporter increase, % at 12.5 µM; actives 2% (n = 350,000); AID 602393, 2012; in the data active means activation above about 40%;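 further: 0% = median of the plate's neutral control wells and 100% = double that signal; a rise in the Bmi1 reporter signal indicates esBAF inhibition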
RAD54 inh: inhibitors of human RAD54 branch migration, primary screen, biochemical, fluorescence, single point; inhibition, % at 10.4 µM; AID 602329, 2012; DNA repair and recombination protein RAD54-like (Homo sapiens), Q92698; RAD54 Holliday junction branch migration, FAM/BHQ fluorescence; actives 0.14% (n = 360,000);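 active means mean normalized replicate activity at least 40 and at least half of replicates scoring 40 or more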;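 further: 0% = median of neutral control wells and 100% = median of positive control wells; inhibitors cause a drop in the FAM fluorescence signal; in these data hits start at about 50%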
Target sequence (Q92698 whole entry, looked up): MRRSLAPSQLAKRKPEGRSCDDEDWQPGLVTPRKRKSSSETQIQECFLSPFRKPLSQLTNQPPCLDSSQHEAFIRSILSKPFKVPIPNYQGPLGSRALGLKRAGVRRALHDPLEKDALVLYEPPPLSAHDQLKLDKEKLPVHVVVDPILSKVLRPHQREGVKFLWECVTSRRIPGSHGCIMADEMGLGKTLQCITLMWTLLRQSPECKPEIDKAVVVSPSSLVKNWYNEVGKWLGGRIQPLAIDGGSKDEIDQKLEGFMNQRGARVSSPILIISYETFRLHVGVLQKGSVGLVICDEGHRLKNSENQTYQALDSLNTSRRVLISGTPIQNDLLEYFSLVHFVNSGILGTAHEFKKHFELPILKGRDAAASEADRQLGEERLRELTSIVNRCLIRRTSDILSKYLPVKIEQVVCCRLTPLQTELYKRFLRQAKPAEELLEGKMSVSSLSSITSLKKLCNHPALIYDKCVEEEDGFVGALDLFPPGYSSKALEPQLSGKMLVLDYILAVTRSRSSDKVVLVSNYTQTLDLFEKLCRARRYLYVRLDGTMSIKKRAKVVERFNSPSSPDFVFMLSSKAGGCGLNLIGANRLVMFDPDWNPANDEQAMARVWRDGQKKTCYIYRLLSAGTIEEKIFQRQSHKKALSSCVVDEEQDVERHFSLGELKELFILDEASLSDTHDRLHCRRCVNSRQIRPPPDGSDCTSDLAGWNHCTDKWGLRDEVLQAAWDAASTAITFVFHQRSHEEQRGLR
ARNT-TACC3 inh: disruptors of ARNT/TACC3 protein interaction, primary screen, biochemical, AlphaScreen, single concentration; Transforming acidic coiled-coil-containing protein 3 (Homo sapiens), Q9Y6A5; AlphaScreen His-ARNT PAS-B/GST-TACC3 binding, luminescence; TACC3 fragment carries E629A point mutation; inhibition, % at 9.99 µM; actives 0.66% (n = 390,000); AID 623870, 2012;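 active means mean inhibition of replicates at least 50% and at least half of replicates each reaching 50%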;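 further: 0% = complete ARNT plus TACC3 wells and 100% = ARNT alone without TACC3; many hits fall short of the cut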
RAD52 inh: RAD52 DNA annealing inhibitors, primary screen, biochemical, FRET, single point, set 2 | recombinant RAD52 DNA annealing, FRET fluorescence | inhibition, % at 18.7 µM | actives 0.46% (n = 360,000);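 active means every replicate showing at least 50% inhibition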
GSIS activator: GLuc luminescence reporter in INS-1E cells, primary screen for activators of glucose-dependent secretion of insulin; actives 0.61% (n = 370,000); AID 743287, 2014; activation, % at 16.6 µM; INS-1E GLuc reporter insulin secretion, 2-3 h;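 active means lowest replicate activation of at least 40%, so every replicate reaches that level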;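 further: 0% = median of neutral control wells and 100% = median of IBMX positive control wells; some compounds called inactive have numbers as strong as hits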
* hit, by the source's call; . = no result given; & = joins results of further samples. The order is random. About 3.3% of those tested had a hit in this group.

Values run as follows: XiGFP reactiv	F508del corr	ERAP1 HTS inh	esBAF inh	RAD54 inh	ARNT-TACC3 inh	RAD52 inh	GSIS activator
1: CCc1ccc(S(=O)(=O)N2c3ccc(C)cc3C3CN(C)CCC32)cc1 (centres undefined)
  0.1	-2.4	-1	5	-11	7	-11	.
2: CCc1ccccc1-n1c(SCC(=O)Nc2ccc3c(c2)OCCO3)nc2[nH]ncc2c1=O
  .	.	.	-15	6	0	.	-9
3: CCCC(=O)N(c1ccc(OCC)cc1)C1C=CS(=O)(=O)C1 (centres undefined)
  .	.	.	-2	0	1	.	1
4: O=C(Cn1cnc2cc([N+](=O)[O-])ccc2c1=O)NCCc1ccc(Cl)cc1
  0.3	-0.1	-1	-1	-4	-4	-32	9
5: COc1ccc(CCC(=O)NCCc2ccc(Cl)cc2)cc1
  0.9	-2.2	-3	2	-19	-5	-6	7
6: COc1ccccc1-c1ccc([C@@H]2[C@@H](C#N)N(C(=O)NC3CCCCC3)[C@@H]2CO)cc1
  0.0	-3.2	-1	33	-15	6	-57	-12
7: CCCn1c(N)c(C(=O)CSc2nnc(C3CC3)n2Cc2ccccc2)c(=O)n(C)c1=O
  0.3	3.1	-2	5	-2	.	-5	8
8: O=C(COc1ccccc1[N+](=O)[O-])Nc1cc(Cl)ccc1C(=O)O
  0.0	0.1	0	.	.	-2	-12	-17
9: CCCCOc1ccc(C(=O)NCC(=O)NCCCn2nc(C)cc2C)cc1
  0.2	-2.4	-4	7	4	-2	-21	.
10: CC1CCN(S(=O)(=O)c2ccc(Cl)cc2)CC1
  .	-0.6	0	20	-7	-5	-10	-8
11: CCN(CC)S(=O)(=O)c1ccc(C(=O)Oc2cc(C)[nH]c(=O)c2[N+](=O)[O-])cc1
  0.0	-2.0	5	.	.	3	-13	3
12: O=S(=O)(Nc1ncccn1)c1ccc(F)cc1
  0.0	0.2	-2	-11	-1	-2	-11	12
13: COc1ccc([C@H]2Cc3cc(O)cc(O)c3C(=O)O2)cc1O
  -0.1	-1.5	.	25	3	14	7	2
14: CC(=O)N1CCC(O)(c2ccc3c(c2)OCO3)CC1
  -0.1	-3.0	3	-6	-6	-1	-11	24
15: C=C(C)C1CC=C(C)C(=NNC(=O)c2ccncc2)C1 (centres undefined)
  0.2	-2.0	-1	1	-2	2	-6	30
16: COC(=O)C(NC(=O)CCC(=O)NC(C(=O)OC)c1ccccc1)c1ccccc1 (centres undefined)
  0.0	-1.0	2	-3	-3	-4	-6	4
17: C=CCNC(=O)c1onc(CSc2ccc(Cl)cc2)c1C(=O)O
  0.0	2.4	1	-6	-5	-1	-9	-11
18: C[C@@H]1CCCCO[C@@H](CN(C)C(=O)C2CCCCC2)[C@@H](C)CN([C@@H](C)CO)C(=O)c2cc(NC(=O)NC3CCCCC3)ccc2O1
  0.1	1.8	5	1	3	-7	3	-28
19: C[C@@H]1CN([C@@H](C)CO)C(=O)c2cc(NC(=O)Cn3cnnn3)ccc2O[C@@H]1CN(C)Cc1ccc(-c2ccccc2)cc1
  0.1	-1.8	-2	-1	-1	1	10	-1
20: O=C(NCc1ccccc1)[C@H]1CCCN1C(=O)[C@@H]1CCCN1C(=O)c1ccc(Cl)cc1Cl
  0.4	-2.9	2	.	.	.	-9	-4
21: Cc1cccc(C(=O)NCC(=O)NC(C)c2ccc(-n3ccnc3)cc2)c1 (centres undefined)
  0.0	-1.2	-1	.	.	-2	-22	-1
22: COc1ccc(NC(=O)CSc2nnc(Cc3cccn3C)n2-c2ccc(OC)cc2)cc1
  0.2	-2.7	0	-2	-4	.	-21	1
23: COCCNc1ncnc2c1ncn2[C@H]1CN(Cc2cccs2)C[C@@H](CO)O1
  0.0	-1.6	2	-5	-3	.	3	-1
24: C[C@H]1CN([C@@H](C)CO)C(=O)Cc2cc(NC(=O)Cn3cnnn3)ccc2O[C@@H]1CN(C)C(=O)NC1CCCCC1
  0.0	1.9	-2	5	-2	-3	-12	6
25: COc1ccc(NC(=O)Nc2ccc3c(c2)C(=O)N([C@H](C)CO)C[C@H](C)[C@H](CN(C)C(=O)Nc2cccc4ccccc24)OCCCC[C@H](C)O3)cc1
  0.2	-1.2	-1	0	-2	-10	12	2
26: COc1cccc(C(=O)Nc2cccc(NC(=O)c3ccccc3Cl)c2)c1
  0.0	-0.1	-1	17	6	-5	-18	-10
27: O=C(c1ccncc1)N1C[C@H]2[C@@H](c3ccccc31)[C@H](CO)N2Cc1ccccc1F
  -0.1	-1.5	0	2	1	4	-11	10
28: S=C(NCCN1CCOCC1)Nc1ccc(Cl)cc1Cl
  0.1	.	-8	-5	-5	.	-7	5
29: Brc1ccc(-c2nnc3sc(CN4CCC5(CC4)OCCO5)cn23)cc1
  .	0.1	-6	-5	3	-22	-20	1
30: C/C(=N\NC(=O)c1ccn(C)n1)c1ccc(NC(=O)C2CCC2)cc1
  0.3	4.2	3	5	-4	-8	-13	23
31: COc1ccc(C(C#N)c2cnccn2)cc1OC (centres undefined)
  -0.4	1.7	.	-10	0	-13	-5	0
32: CCCNC(=O)N1C2=NC(C(=O)OC)=C(C(=O)OC)[C@@H]3N(Cc4ccccc4)c4ccccc4[C@]23C[C@H]1CO
  3.7	-2.4	2	.	1	-2	-4	-4
33: Cc1cccc(C(C(=O)NC2CCCCC2)N(Cc2cccnc2)C(=O)c2csnn2)c1 (centres undefined)
  -0.1	1.6	-2	-5	-8	0	-10	-12
34: C[C@H]1CN([C@@H](C)CO)C(=O)c2cc(C3=CCCCC3)cnc2O[C@@H]1CN(C)Cc1ccncc1
  -0.9	0.9	3	10	10	-1	12	7
35: O=C(Nc1ccccc1F)c1cccc(C(=O)Nc2ccccc2F)c1
  0.1	-0.2	1	.	.	.	-5	-9
36: COC(=O)Nc1ccc(S(=O)(=O)Nc2ncccn2)cc1
  0.1	1.0	-6	.	.	-2	-35	19
37: NNC(=O)CN1C(CN2CCOCC2)=Nc2ccc(Br)cc2C1c1ccccc1 (centres undefined)
  0.2	-2.2	0	5	.	7	-16	-21
38: COC(=O)/C=C1\S/C(=N/NC(=O)c2ccc(OC)cc2)NC1=O
  0.0	-0.5	3	.	.	16	-9	-11
39: O=C(c1ccc(F)cc1)N1CCCCC(S(=O)(=O)c2ccccc2)C1=O (centres undefined)
  -0.1	.	.	-6	.	-9	.	23
40: Cc1ccc(S(=O)(=O)N2CCN(C(=O)C3CC3C)CC2)c(C)c1 (centres undefined)
  0.1	0.5	-1	-6	7	2	-9	5

Single records, as listed above. Order of values: XiGFP reactiv	F508del corr	ERAP1 HTS inh	esBAF inh	RAD54 inh	ARNT-TACC3 inh	RAD52 inh	GSIS activator
`CCCC(=O)N(c1ccc(OCC)cc1)C1C=CS(=O)(=O)C1` (centres undefined) is listed as .	.	.	-2	0	1	.	1
`C/C(=N\NC(=O)c1ccn(C)n1)c1ccc(NC(=O)C2CCC2)cc1` is listed as 0.3	4.2	3	5	-4	-8	-13	23
`CCCCOc1ccc(C(=O)NCC(=O)NCCCn2nc(C)cc2C)cc1` is listed as 0.2	-2.4	-4	7	4	-2	-21	.

More compounds.
Values run as follows: XiGFP reactiv	F508del corr	ERAP1 HTS inh	esBAF inh	RAD54 inh	ARNT-TACC3 inh	RAD52 inh	GSIS activator
41: CC(C)OC(=O)CC12CN3CN(C1)CC(CC(=O)OC(C)C)(C3)C2=O
  .	.	2	9	-3	-4	-12	.
42: Nc1ccn(CC(=O)NCc2ccc3c(c2)OCO3)c(=O)n1
  0.0	-1.1	1	-3	-8	-10	-16	19
43: O=C(C1CCC1)N1CCN(S(=O)(=O)c2ccc(F)cc2)CC1
  0.2	-0.5	4	.	.	.	6	2
44: CN1CCN2c3ccccc3Cc3ccccc3C2C1 (centres undefined)
  0.0	-6.0	-1	5	6	6	-6	4
45: CO[C@@H]1CN(C)C(=O)c2cc(NC(=O)C3CCOCC3)ccc2OC[C@@H](C)N(CC2CCOCC2)C[C@H]1C
  0.5	-0.6	0	-3	1	1	-7	0
46: COCCn1c(=NC(=O)/C=C/c2ccccc2)sc2cc(NC(C)=O)ccc21
  -0.1	.	.	.	-4	-11	.	1
47: O=[N+]([O-])c1ccc(-c2nc(NCc3ccccc3)c3ccccc3n2)cc1
  0.0	.	-1	.	.	.	-3	-8
48: C[C@@H]1CN([C@H](C)CO)C(=O)c2ccccc2-c2ccccc2CO[C@@H]1CN(C)C(=O)N[C@H](C)c1ccccc1
  -0.2	-0.2	0	6	-4	-2	11	3
49: C[C@@H]1CCCCO[C@H](CN(C)C(=O)c2ccccc2)[C@H](C)CN([C@H](C)CO)C(=O)c2cc(N(C)C)ccc2O1
  0.0	0.1	-1	3	4	0	2	-6
50: CC(C)NC(=O)N[C@H]1C=C[C@H](CC(=O)NCc2ccc(Oc3ccccc3)cc2)O[C@@H]1CO
  0.0&-0.1	-2.0&0.3	3	3	0	-13	-7&-9	-3&5
51: COc1cccc(NC(=O)N2C[C@@H](O)COC[C@H]3O[C@@H](CC(=O)N(C)C)CC[C@@H]32)c1
  0.1	2.5	-3	3	4	-14	-6	4
52: COc1ccc(-c2cc(C(F)(F)F)nc(SCC(=O)NCCN3CCOCC3)n2)cc1OC
  .	.	2	-10	-6	-10	-2	14
53: Cc1ccc(C2OC3=C(C(=O)CC(C)(C)C3)C(N)=C2C#N)o1 (centres undefined)
  -0.1	1.7	-2	.	.	0	-21	-10
54: O=C(c1sc2ccccc2c1Cl)N(Cc1cccs1)C1CCS(=O)(=O)C1 (centres undefined)
  0.2	-2.3	-1	0	4	2	2	-9
55: COc1cccc(NC(=O)Nc2ccc3c(c2)C(=O)N(C)[C@H]2CC[C@@H](CC(=O)NCCc4ccccc4)O[C@H]2CO3)c1
  0.2	.	2	11	-2	-9	-11	-11
56: CCCN1CCC(=O)N([C@H](CSc2ccccc2)CC(C)C)CC1
  0.1	0.1	.	37	-10	0	7	.
57: O=C(NC(=S)N1CCN(c2ccc(F)cc2)CC1)c1ccccc1
  0.3	0.7	2	.	.	.	-8	7
58: CC(C)NC(=O)Nc1ccc2c(c1)CC(=O)N([C@@H](C)CO)C[C@@H](C)[C@@H](CN(C)CC1CC1)O2
  -0.9	-1.7	1	-3	0	-12	-10	18
59: Cc1ccc(S(=O)(=O)NCc2cn3ccccc3n2)c(C)c1
  -0.1	1.1	4	1	5	-14	3	0
60: CN1C[C@@H](O)COC[C@@H]2O[C@@H](CC(=O)N3CCN(c4ccccc4)CC3)CC[C@H]21
  0.2	-2.7	2	4	2	6	-15	3
61: CC1(C(=O)NCc2ccccc2)CCC(=O)N1C1CC1 (centres undefined)
  0.0	1.2	7	-4	0	.	-8	-1
62: CC(C)(C)OC(=O)NCCCCCc1nnc(SCc2ccccc2)o1
  0.1	-1.8	1	5	1	-10	-13	-19
63: O=C(Cc1ccc(NC(=O)C2CCCN(C(=O)C3CCC3)C2)cc1)Nc1cccc(C(=O)N2CCCCC2)c1 (centres undefined)
  0.3	-1.9	0	-3	3	1	-71	-19
64: C[C@@H]1CN([C@@H](C)CO)C(=O)c2cc(NC(=O)CCC(F)(F)F)ccc2O[C@@H]1CN(C)CC1CCCCC1
  -1.1	-0.3	2	-6	-9	-1	19	0
